Cdc25B inh – inhibitors of human Cdc25B phosphatase | actives 0.1% (n = 65,000) | P30305 | recombinant Cdc25B, OMFP fluorescence Ex485/Em525 | inhibition, %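 (compounds tested at 10 µM final in the well)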; in the data active = inhibition above about 50%
DUSP1 inh – inhibitors of human MKP-1 phosphatase; P28562; recombinant MKP-1, OMFP hydrolysis fluorescence; inhibition, %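 (compounds tested at a single concentration somewhere between 10 and 100 µM)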; actives 0.15% (n = 65,000); AID 374;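 active = inhibition above about 50%, limit read from the data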;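 note: 0% = DMSO max control wells and 100% = wells with enzyme stopped by NaOH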
Target sequence (P28562 whole entry, looked up): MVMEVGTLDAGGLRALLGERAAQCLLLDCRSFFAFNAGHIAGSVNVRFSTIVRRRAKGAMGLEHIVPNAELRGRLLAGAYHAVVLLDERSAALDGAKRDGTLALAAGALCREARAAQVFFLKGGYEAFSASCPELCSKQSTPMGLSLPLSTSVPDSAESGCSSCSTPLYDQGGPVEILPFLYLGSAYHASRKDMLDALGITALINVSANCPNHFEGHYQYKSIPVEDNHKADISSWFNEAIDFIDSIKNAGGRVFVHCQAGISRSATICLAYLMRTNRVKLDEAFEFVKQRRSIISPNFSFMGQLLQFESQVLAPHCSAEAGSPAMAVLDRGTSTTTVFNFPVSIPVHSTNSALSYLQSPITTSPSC
ROCK2 inh – inhibitors of human Rho kinase 2 | purified ROCK2, Kinase-Glo ATP depletion luminescence | inhibition, % at 6 µM | actives 0.35% (n = 60,000) | AID 604;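 active = inhibition above the screen-wide mean inhibition plus 3 SD, cut at about 18% in these data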;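 note: plate controls were DMSO wells for no effect and Y-27632 control wells after no-enzyme background subtraction for full effect; many of its hits are not listed in these tables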
JNK3 inh – blocks human JNK3 kinase activity | P53779 | purified JNK3 kinase activity, HTS | inhibition, % at 8 µM | actives 0.61% (n = 60,000) | AID 746; in the data active = inhibition above about 17%;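 note: 0% = DMSO and 100% = reference inhibitor; many of its hits are not listed in these tables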
Target sequence (P53779 whole entry, looked up): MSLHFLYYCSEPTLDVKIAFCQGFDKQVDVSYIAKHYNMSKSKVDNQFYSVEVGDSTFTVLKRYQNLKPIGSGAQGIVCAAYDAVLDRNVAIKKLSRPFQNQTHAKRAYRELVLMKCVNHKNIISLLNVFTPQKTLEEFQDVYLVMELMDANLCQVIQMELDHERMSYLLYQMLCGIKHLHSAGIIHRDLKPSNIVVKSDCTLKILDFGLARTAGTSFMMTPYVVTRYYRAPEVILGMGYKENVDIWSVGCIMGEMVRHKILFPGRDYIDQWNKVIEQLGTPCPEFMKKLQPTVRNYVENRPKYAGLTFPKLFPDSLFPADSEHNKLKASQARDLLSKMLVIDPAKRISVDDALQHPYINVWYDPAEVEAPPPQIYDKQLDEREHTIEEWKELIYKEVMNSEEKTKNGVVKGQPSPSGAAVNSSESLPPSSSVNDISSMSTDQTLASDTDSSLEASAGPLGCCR
Hsp90 block – displaces geldanamycin probe from tumor Hsp90. P07900. NCI-N417 lysate Hsp90, Cy3B-geldanamycin FP displacement. inhibition, % at 30 µM. actives 0.35% (n = 64,000). AID 429;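 active = inhibition above 50%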;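 note: 0% = tracer plus lysate wells and 100% = tracer alone without lysate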
Fluor 339 460 – intrinsic fluorescence of library compounds, ex339/em460 – biochemical, MLSMR library, data from DPM-DC assay, artefact control, profiling panel. AID 709. fluorescence fold increase at 10 µM. compound autofluorescence, ex339/em460 nm, NADH buffer; active compounds read high; 1 = no-compound wells, NADH background. actives 5.5% (n = 65,000);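 active = at 10 µM, mean starting fluorescence two-fold or more over control wells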;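 note: signal is the first read of a kinetic run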
Abs 340nm – compounds absorbing at 340 nm; AID 708; fold change at 10 µM; 65,000 tested, under 10 active; compound absorbance at 340 nm, fold over control;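 active = at 10 µM dose, initial 340 nm absorbance at least 2 fold that of control wells; inactive = change under 2 fold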;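 note: initial absorbance extrapolated from kinetic A340 decline of NADH oxidation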
PKA kinase inh – blocks human protein kinase A activity | P17612 | PKA Kemptide phosphorylation, Kinase-Glo ATP luminescence | inhibition, % at 6 µM | actives 0.1% (n = 65,000);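 active = inhibition above the screen-wide mean inhibition plus 3 SD, cut at about 21% in these data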; note: many of its hits are not listed in these tables
HER2 expr 66K – lowers expression of human Her2 kinase; AID 645; SKBR-3 HER2 protein level, AlphaScreen, 18-24 h; active compounds read low; HER2 level % of control, % at 10 µM; actives 0.69% (n = 65,000); P04626;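 active = HER2 level under 5% of the carrier-only control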;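 note: 100% = DMSO carrier and 0% = 500 nM PU-H71 HSP90 inhibitor; lower value means stronger loss of Her2 protein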
* = called active by the depositor; nt = not tested or not shown. A portion of the library; rates above refer to the full screens.

1	CC1(C)Cc2noc(N)c2C(C)(C)N1OC(=O)c1ccccc1
2	CCN(CC)C(=O)c1sc(NC(=O)c2ccoc2C)c(C(=O)OC)c1C
3	COc1ccc(C(c2sc3nc(C)nn3c2O)N2CCCCC2)cc1 (stereo not drawn)
4	COc1ccc(-c2nnc(SCc3ccccc3)n2N)cc1
5	Cc1ccc(S(=O)(=O)Cn2nnnc2C(c2ccc(F)cc2)N2CCC(C(N)=O)CC2)cc1 (stereo not drawn)
6	COc1ccc(CCNC(=O)c2cc(-c3ccccc3)on2)cc1OC
7	CCCc1cc(=O)[nH]c(Nc2ccc(N3CCCCC3)cc2)n1
8	COc1ccc(OC)c(C2/C(=C(\O)c3c(C)nc4ccccn34)C(=O)C(=O)N2CCCN(C)C)c1 (stereo not drawn)

screen / no.,1,2,3,4,5,6,7,8
Cdc25B inh,-6,-6,-5,-2,-6,-8,2,-3
DUSP1 inh,-9,1,-7,-18,-6,-4,-6,-7
ROCK2 inh,0,5,0,0,7,3,-3,-3
JNK3 inh,-4,-5,2,-3,2,2,-14,-1
Hsp90 block,0,1,-4,-1,0,-4,8,-4
Fluor 339 460,1,1.1,0.97,1.1,1,1.1,1.1,1.1
Abs 340nm,0.98,1.1,0.99,1,0.98,1,1.1,1
PKA kinase inh,0,6,7,2,10,2,7,-5
HER2 expr 66K,76,92,102,100,84,97,67,77

9	CC1(C)C(=O)C2(CCCC2)C(=O)OC1c1ccco1 (stereo not drawn)
10	CCCn1cnc2c(c1=O)c1nc3ccccc3nc1n2Cc1ccccc1OC
11	CCOC(=O)N1CCC(NC(=O)CCc2cn(C)c3ccccc23)CC1
12	CCOC(=O)c1cc2c(ccn2C)n1CC(=O)N1CCN(c2ccccc2OC)CC1
13	COc1cccc(C2CC(c3ccccc3OC)n3ncnc3N2)c1 (stereo not drawn)
14	Cc1ccc(C2=NCCNC2=O)c(C)c1
15	Cc1ccccc1-n1c(=O)cc(N2CC(C)OC(C)C2)[nH]c1=O (stereo not drawn)
16	C=CCN1C(=O)c2oc3ccccc3c(=O)c2C1c1ccc(O)c(OC)c1 (stereo not drawn)

screen / no.,9,10,11,12,13,14,15,16
Cdc25B inh,-7,0,-3,-6,-10,4,-16,-4
DUSP1 inh,-8,23,-13,13,2,9,3,9
ROCK2 inh,4,-6,5,0,4,nt,nt,-2
JNK3 inh,-2,-11,1,0,0,nt,nt,-9
Hsp90 block,-2,-1,0,-2,-2,-1,-3,-2
Fluor 339 460,1.1,1.1,1.1,1.2,1.1,1,1.1,1
Abs 340nm,1.1,1,0.98,1,1,0.99,0.97,1.1
PKA kinase inh,4,-1,9,5,4,0,10,-10
HER2 expr 66K,137,65,67,95,87,92,96,121

17	CCC(Sc1nc2ccccc2c(=O)n1CC1CCCO1)C(=O)NCc1cccnc1 (stereo not drawn)
18	CC(C)(C)NC(=O)NC(=O)Cn1cc(C(F)(F)F)ccc1=O
19	O=C(NCCO)c1ccc(-c2nnc(N3CCOCC3)c3ccccc23)cc1
20	O=C(CCCN1C(=O)CCC1=O)Nc1cccc(C(F)(F)F)c1
21	COc1ccccc1NC(=O)N1CCCC1C(=O)Nc1nnc(C(C)C)s1 (stereo not drawn)
22	COc1ccc(C)cc1NC(=O)CN1CCN(S(=O)(=O)c2ccc(F)cc2)CC1
23	CCc1ccc(CCC(=O)Nc2nnc(CC)s2)o1
24	CC(C)N(C)C1CCN(C(=O)Nc2ccc(Cl)c(Cl)c2)CC1

screen / no.,17,18,19,20,21,22,23,24
Cdc25B inh,-18,3,3,-18,-10,-1,-1,0
DUSP1 inh,2,0,6,-8,0,-5,-2,-1
ROCK2 inh,nt,8,3,11,0,3,-2,5
JNK3 inh,nt,3,7,0,3,0,-2,0
Hsp90 block,-3,-5,0,-22,-2,-3,-6,-1
Fluor 339 460,1.1,1,1.1,1.1,1,1.1,1.1,1.1
Abs 340nm,0.99,1,1,1,0.95,1,1.1,0.99
PKA kinase inh,0,1,6,9,6,3,2,5
HER2 expr 66K,93,101,84,64,103,67,130,122

25	N#Cc1c(NC(=O)CCN2C(=O)c3ccccc3C2=O)oc(-c2ccccc2)c1-c1ccccc1
26	COC(=O)CSc1nnnn1-c1cccc2ccccc12
27	C[N+]1(CCN2C(=O)C3CC=C(Cl)CC3C2=O)CCOCC1 (stereo not drawn)
28	CCS(=O)(=O)NCc1csc(C)n1
29	O=C(Nc1ccc(-c2nnc(-c3ccccc3)o2)cc1)C1CCCO1 (stereo not drawn)
30	COc1cc(NC(=O)C(F)(F)F)cc(OC)c1
31	C=CCn1c(=O)/c(=C\c2ccsc2)s/c1=C(/C#N)C(=O)NCCN1CCOCC1
32	O=C(NC1CCCc2ccccc21)C1CCN(c2c(N3CCCC3)c(=O)c2=O)CC1 (stereo not drawn)

screen / no.,25,26,27,28,29,30,31,32
Cdc25B inh,-2,-17,-14,3,-5,-9,-8,-12
DUSP1 inh,10,-6,-18,24,-7,2,32,4
ROCK2 inh,0,0,4,-2,-3,6,4,-3
JNK3 inh,-4,-6,-7,-3,-4,2,-3,-7
Hsp90 block,-1,-2,0,-4,-3,-4,-1,-4
Fluor 339 460,1.1,1.1,1,1.1,1.8,1.1,1.1,1
Abs 340nm,1.1,1,1,0.97,1.1,1,1.1,1.1
PKA kinase inh,-5,1,-1,-6,-10,12,12,4
HER2 expr 66K,85,nt,106,105,62,126,101,82

An excerpt from above, reduced to Fluor 339 460.
nr	SMILES	Fluor 339 460
30	COc1cc(NC(=O)C(F)(F)F)cc(OC)c1	1.1
25	N#Cc1c(NC(=O)CCN2C(=O)c3ccccc3C2=O)oc(-c2ccccc2)c1-c1ccccc1	1.1

New compounds follow:
33	COc1cccc(NC(=O)CN2C(=O)C3(OCCCO3)c3ccccc32)c1
34	COCCNC(=O)c1ccc2c(c1)nc(C)n2-c1cc(OC)c(OC)c(OC)c1
35	COc1ccc(-n2c(SCC(=O)N3CCCC3)nc3c([nH]c4ccccc43)c2=O)cc1
36	COc1ccc(C)cc1NC(=O)CSc1nnc(COc2ccc(C)cc2)n1Cc1ccco1
37	CCOC(=O)C1(C(F)(F)F)N=C(c2cccnc2)OC(N2CCOCC2)=N1 (stereo not drawn)
38	O=S(=O)(c1ccc(F)cc1)N1CCN(c2ncnc3c2cnn3-c2ccccc2)CC1
39	COc1cccc2c1OC1(C)CC2/C(=C(\C)O)C(=O)N1 (stereo not drawn)
40	O=C1Nc2ccccc2OC1CC(=O)N1CCN(c2cccc(C(F)(F)F)c2)CC1 (stereo not drawn)

screen / no.,33,34,35,36,37,38,39,40
Cdc25B inh,-1,9,-42,-3,14,-10,6,-8
DUSP1 inh,23,13,54*,32,4,12,23,10
ROCK2 inh,-5,1,4,-4,4,3,-4,5
JNK3 inh,7,0,0,2,3,5,-2,5
Hsp90 block,-8,2,-3,-2,-1,-1,2,-3
Fluor 339 460,1.1,1.1,1.2,1.1,1.2,1.1,1.1,1.1
Abs 340nm,1,1,1.1,1.1,1,1,1,1
PKA kinase inh,3,5,4,-10,1,6,-4,11
HER2 expr 66K,110,132,73,57,97,85,91,92

Profiles, looked up by structure:
`O=S(=O)(c1ccc(F)cc1)N1CCN(c2ncnc3c2cnn3-c2ccccc2)CC1` across the screens: Cdc25B inh = -10; DUSP1 inh = 12; ROCK2 inh = 3; JNK3 inh = 5; Hsp90 block = -1; Fluor 339 460 = 1.1; Abs 340nm = 1; PKA kinase inh = 6; HER2 expr 66K = 85
`COc1ccc(C)cc1NC(=O)CSc1nnc(COc2ccc(C)cc2)n1Cc1ccco1` across the screens: Cdc25B inh = -3; DUSP1 inh = 32; ROCK2 inh = -4; JNK3 inh = 2; Hsp90 block = -2; Fluor 339 460 = 1.1; Abs 340nm = 1.1; PKA kinase inh = -10; HER2 expr 66K = 57

Next part.
41	CC(C)(C)n1ncc2c(=O)n(CC(=O)c3ccccc3)cnc21
42	OC(CN(c1ccccc1)c1ccccc1)Cn1cnc2ccccc21 (stereo not drawn)
43	Cc1cc(=O)n2[nH]cnc2n1
44	COC(=O)CSc1nc(N)c2c3c(sc2n1)CCCC3
45	O=c1c(-c2ccccc2)[n+]([O-])c2ccccc2n1O
46	COc1cc(OC)cc(-n2nnnc2SCC(=O)N2CCCc3ccccc32)c1
47	O=C(Nc1cccc(O)c1)c1cc(S(=O)(=O)N2CCCC2)ccc1Cl
48	CC(=O)c1cc(CN2C(=O)CCC2=O)cs1

screen / no.,41,42,43,44,45,46,47,48
Cdc25B inh,-4,-9,-26,-18,0,-8,-6,1
DUSP1 inh,-5,16,-8,-20,-10,19,-9,5
ROCK2 inh,3,0,8,3,1,1,nt,4
JNK3 inh,-2,0,5,1,6,2,nt,4
Hsp90 block,-1,-2,-1,-4,1,-1,-5,-2
Fluor 339 460,1.1,1.1,1.1,1.1,1.2,1.1,1.1,1.1
Abs 340nm,0.98,1,1,1,1,1,1,1
PKA kinase inh,11,3,0,4,3,-1,2,5
HER2 expr 66K,92,61,74,128,81,109,72,82

49	O=C(Cc1cccs1)NCc1cn2ccccc2n1
50	O=C(C1CC1)N1CCN=C1SCc1ccccc1
51	COC(=O)CSc1nnc(CNC(=O)Cc2ccccc2)n1C
52	COC(=O)c1[nH]c2cccc(Cl)c2c1NC(=O)CN1CCCCC1C (stereo not drawn)
53	Cc1ccc(S(=O)(=O)N2CCCCC2)cc1C(=O)Nc1ccc2cn[nH]c2c1
54	COc1ccccc1NC(=O)CSc1nnc(C)n1CCc1ccccc1
55	Cc1ccc2c(c1)nnn2C1CCN(C(=O)NC23CC4CC(CC(C4)C2)C3)CC1
56	CCOC(=O)N1CCC(NC(=O)Cn2ncc3ccccc32)CC1

screen / no.,49,50,51,52,53,54,55,56
Cdc25B inh,-5,1,-7,10,7,-18,-2,-7
DUSP1 inh,-2,5,-9,-3,5,11,1,20
ROCK2 inh,3,1,-2,-4,9,8,6,0
JNK3 inh,-4,0,6,2,-4,1,1,-9
Hsp90 block,-3,0,0,-6,-5,2,0,-7
Fluor 339 460,1.2,1.1,1,1.2,1.2,1.1,0.99,1.1
Abs 340nm,1.1,1,0.98,1,1,0.97,0.99,1
PKA kinase inh,3,8,-3,3,10,11,13,5
HER2 expr 66K,102,112,94,194,75,93,110,113

Printed as active in DUSP1 inh, of those listed so far:
no. | SMILES | Cdc25B inh | DUSP1 inh | ROCK2 inh | JNK3 inh | Fluor 339 460 | Abs 340nm | PKA kinase inh | HER2 expr 66K
35 | COc1ccc(-n2c(SCC(=O)N3CCCC3)nc3c([nH]c4ccccc43)c2=O)cc1 | -42 | 54* | 4 | 0 | 1.2 | 1.1 | 4 | 73

(more compounds)
57	O=C(Nc1ccccc1F)N(CCCN1CCOCC1)Cc1cc2cc3c(cc2[nH]c1=O)OCCO3
58	CC1CCc2c(sc(NC(=O)c3noc4c3CCCC4)c2C(N)=O)C1 (stereo not drawn)
59	Cn1c(=O)[nH]c(=O)c2c1nc(N1CCCCCC1)n2CCN1CCCCCC1
60	C=CCn1c(C(C)NC(=O)C(C)(C)C)nc2ccccc21 (stereo not drawn)
61	CCOc1ccc(-n2c(Cc3ccccc3)nnc2SCc2c(C)noc2C)cc1
62	CCc1ccc2oc(=O)cc(CN3CCN(c4ccc(F)cc4)CC3)c2c1
63	CCOc1ccccc1CNS(=O)(=O)c1ccc2[nH]c(=O)sc2c1
64	CCC(C)NC(=O)CC1Oc2ccc(C)cc2NC1=O (stereo not drawn)
65	O=C(COc1ccc2oc(-c3ccccc3)cc(=O)c2c1)NCc1ccco1

screen / no.,57,58,59,60,61,62,63,64,65
Cdc25B inh,2,12,1,nt,-2,-8,-6,0,-6
DUSP1 inh,26,7,18,nt,30,-12,8,-6,7
ROCK2 inh,-7,0,nt,nt,-1,3,1,3,4
JNK3 inh,8,2,nt,nt,6,10,-2,2,4
Hsp90 block,-2,-3,-3,nt,2,-6,-1,-3,-1
Fluor 339 460,3.8*,4.8*,1.1,1.1,0.99,1.1,1.2,1,3.9*
Abs 340nm,1,1.1,1,0.97,1,1,1,0.99,1.1
PKA kinase inh,-2,1,5,9,-1,1,0,4,1
HER2 expr 66K,82,96,120,76,76,76,73,83,70
